Screening data as filed in PubChem BioAssay.
mHTT CaM bind: inhibitors of human mutant huntingtin-calmodulin interaction | P42858 | AlphaScreen His-mHTT/GST-CaM binding, luminescence | inhibition, % at 15 µM | 3.6% of 190,000 active;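 further: 0% = both proteins with DMSO and 100% = one protein alone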
Target sequence (P42858 whole entry, looked up, stated change not applied): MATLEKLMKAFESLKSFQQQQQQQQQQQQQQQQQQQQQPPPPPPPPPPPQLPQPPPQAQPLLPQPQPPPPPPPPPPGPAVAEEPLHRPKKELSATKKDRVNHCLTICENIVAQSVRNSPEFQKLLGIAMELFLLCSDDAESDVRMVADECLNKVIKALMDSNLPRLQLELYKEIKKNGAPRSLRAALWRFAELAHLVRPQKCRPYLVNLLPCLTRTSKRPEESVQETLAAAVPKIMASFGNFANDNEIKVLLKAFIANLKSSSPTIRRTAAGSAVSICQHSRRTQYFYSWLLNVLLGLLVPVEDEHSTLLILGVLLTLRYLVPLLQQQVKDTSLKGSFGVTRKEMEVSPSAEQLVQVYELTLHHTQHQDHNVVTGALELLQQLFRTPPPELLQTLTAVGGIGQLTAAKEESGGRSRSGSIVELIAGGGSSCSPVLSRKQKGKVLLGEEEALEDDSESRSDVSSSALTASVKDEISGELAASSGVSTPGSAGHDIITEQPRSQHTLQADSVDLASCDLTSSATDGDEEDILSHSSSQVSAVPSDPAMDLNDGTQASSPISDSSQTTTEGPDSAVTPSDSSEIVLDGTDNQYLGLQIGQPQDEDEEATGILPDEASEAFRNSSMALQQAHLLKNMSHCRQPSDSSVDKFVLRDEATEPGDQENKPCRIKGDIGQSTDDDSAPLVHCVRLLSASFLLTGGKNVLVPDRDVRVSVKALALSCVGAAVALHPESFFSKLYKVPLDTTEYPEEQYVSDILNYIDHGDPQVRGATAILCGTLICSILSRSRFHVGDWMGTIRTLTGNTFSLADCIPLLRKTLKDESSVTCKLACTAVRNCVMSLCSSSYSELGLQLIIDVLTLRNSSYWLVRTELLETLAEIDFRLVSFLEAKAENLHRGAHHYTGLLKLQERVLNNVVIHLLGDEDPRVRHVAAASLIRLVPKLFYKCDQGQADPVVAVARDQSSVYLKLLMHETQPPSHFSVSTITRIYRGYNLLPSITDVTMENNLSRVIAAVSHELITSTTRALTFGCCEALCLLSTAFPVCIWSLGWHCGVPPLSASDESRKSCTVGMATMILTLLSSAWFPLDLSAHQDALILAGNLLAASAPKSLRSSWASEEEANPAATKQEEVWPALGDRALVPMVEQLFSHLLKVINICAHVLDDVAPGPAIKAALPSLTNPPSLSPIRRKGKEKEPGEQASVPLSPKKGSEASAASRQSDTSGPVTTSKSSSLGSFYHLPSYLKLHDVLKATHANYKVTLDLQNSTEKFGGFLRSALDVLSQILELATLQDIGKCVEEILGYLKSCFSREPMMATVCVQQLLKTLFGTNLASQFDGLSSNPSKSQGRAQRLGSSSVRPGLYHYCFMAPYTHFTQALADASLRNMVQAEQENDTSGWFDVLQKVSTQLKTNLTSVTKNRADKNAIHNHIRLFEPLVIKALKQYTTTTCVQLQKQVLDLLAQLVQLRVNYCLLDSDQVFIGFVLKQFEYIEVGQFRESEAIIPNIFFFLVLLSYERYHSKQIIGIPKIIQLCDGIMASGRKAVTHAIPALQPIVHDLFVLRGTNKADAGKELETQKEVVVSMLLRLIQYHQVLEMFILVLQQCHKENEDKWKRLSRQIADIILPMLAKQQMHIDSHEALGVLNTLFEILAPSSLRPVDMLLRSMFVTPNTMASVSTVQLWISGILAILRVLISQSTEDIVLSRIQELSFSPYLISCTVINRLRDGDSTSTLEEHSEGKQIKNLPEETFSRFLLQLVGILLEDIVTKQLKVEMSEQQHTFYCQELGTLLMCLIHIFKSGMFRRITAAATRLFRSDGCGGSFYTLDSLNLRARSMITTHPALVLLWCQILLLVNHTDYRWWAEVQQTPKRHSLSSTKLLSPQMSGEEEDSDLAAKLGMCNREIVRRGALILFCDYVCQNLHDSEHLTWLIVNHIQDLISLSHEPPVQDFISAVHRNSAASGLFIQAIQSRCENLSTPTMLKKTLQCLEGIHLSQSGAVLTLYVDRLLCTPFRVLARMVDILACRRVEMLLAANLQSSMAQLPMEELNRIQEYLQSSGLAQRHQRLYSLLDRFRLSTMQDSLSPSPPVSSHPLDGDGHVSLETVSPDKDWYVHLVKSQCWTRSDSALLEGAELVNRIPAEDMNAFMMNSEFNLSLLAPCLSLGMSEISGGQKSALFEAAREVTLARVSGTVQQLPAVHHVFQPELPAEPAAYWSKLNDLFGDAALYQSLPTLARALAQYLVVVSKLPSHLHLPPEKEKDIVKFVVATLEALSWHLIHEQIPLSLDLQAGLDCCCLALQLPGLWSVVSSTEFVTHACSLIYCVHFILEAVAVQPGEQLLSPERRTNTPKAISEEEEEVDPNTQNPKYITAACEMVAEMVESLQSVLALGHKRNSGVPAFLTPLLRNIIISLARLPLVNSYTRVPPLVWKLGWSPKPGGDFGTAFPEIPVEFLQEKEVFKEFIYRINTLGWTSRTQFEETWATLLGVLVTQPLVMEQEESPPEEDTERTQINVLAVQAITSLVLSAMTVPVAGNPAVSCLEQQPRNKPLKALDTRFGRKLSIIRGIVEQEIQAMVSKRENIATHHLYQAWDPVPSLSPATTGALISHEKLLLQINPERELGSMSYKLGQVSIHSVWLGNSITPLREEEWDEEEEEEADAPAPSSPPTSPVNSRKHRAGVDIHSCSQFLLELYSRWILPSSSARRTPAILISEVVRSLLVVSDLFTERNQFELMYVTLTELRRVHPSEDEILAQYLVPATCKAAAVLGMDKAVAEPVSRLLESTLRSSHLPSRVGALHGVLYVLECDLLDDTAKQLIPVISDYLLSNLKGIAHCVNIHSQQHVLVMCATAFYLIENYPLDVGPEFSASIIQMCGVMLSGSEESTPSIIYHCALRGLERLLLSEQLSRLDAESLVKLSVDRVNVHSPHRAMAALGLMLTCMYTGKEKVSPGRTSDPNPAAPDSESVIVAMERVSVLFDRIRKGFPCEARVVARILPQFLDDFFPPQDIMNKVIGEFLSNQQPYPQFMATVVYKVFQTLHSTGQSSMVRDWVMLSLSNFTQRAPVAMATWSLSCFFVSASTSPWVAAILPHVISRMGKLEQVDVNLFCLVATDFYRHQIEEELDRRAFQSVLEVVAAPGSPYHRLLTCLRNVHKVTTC
Pf apPOL block: Pf-apPOL DNA polymerase inhibition. Recombinant Pf-apPOL, molecular beacon fluorescence, 1.5 h. inhibition, % at 10 µM. 0.25% of 210,000 active. AID 1794808
Numbers without * were called inactive; i = inactive; . = no result given; & = joins results of further samples. No stated cut-off is given here; in the data, active means inhibition above about 50%; inactive means the rest.

SMILES | mHTT CaM bind | Pf apPOL block
COc1ccc(-c2ccc(=O)n(CCCC(=O)Nc3nccs3)n2)cc1OC | -10 | 2
Nc1ccc(-c2sc(N)nc2-c2ccc(Cl)cc2)cc1 | 11 | 7
Cc1nnc(CNC(=O)c2csc(Nc3ccccc3)n2)o1 | -5 | -4
O=C(Nc1ccc(-c2nc3ccccc3s2)c(O)c1)c1ccco1 | -4 | -5
COc1ccccc1CNS(=O)(=O)c1ccc(F)c(C(=O)Nc2cc(C)ccc2C)c1 | 11&-3 | 4&39
O=C(Nc1ccc2c(c1)C(=O)N1CCCCC1CCO2)C1COc2ccccc2O1 (centres undefined) | 20 | 12
Cc1cc(C)n(-c2nc3c(c(=O)[nH]c(=O)n3C)n2CC(O)COc2ccccc2Cl)n1 (centres undefined) | 100* | 14
CC1CCCC(C)N1C(=O)c1cccc2c1-c1ccccc1C2=O (centres undefined) | 2&-6 | -7&-1
COC(=O)CNC(=O)NCCC1CCN(S(=O)(=O)c2ccc(C)cc2)CC1 | 39 | -5
COc1ccc(-n2cc(C(=O)NC3CCCCC3)nn2)cc1 | -8 | 0
CCN1CCN(CC(O)COc2cc(C)c(Cl)c(C)c2)CC1 (centres undefined) | 5 | -3
CCN(CC)c1ccc(C2C3=C(CCCC3=O)Nc3ncnn32)cc1 (centres undefined) | -4 | -2
COc1cc(OC)cc(N2CCN(C(=O)c3ccccc3Cl)C(C)C2=O)c1 (centres undefined) | 2 | -2
O=C(O)C1NCCc2ccccc21 (centres undefined) | -5 | -3
O=C(CCN1C(=O)C2C3C=CC(CC3)C2C1=O)N1CCN(c2ccccn2)CC1 (centres undefined) | 0 | 1

As a short view, 2 of the compounds above.
SMILES | mHTT CaM bind | Pf apPOL block
Cc1nnc(CNC(=O)c2csc(Nc3ccccc3)n2)o1 | -5 | -4
O=C(Nc1ccc(-c2nc3ccccc3s2)c(O)c1)c1ccco1 | -4 | -5

(further entries)
SMILES | mHTT CaM bind | Pf apPOL block
O=C(Nc1ccccc1)OCCOc1cc(C(F)(F)F)ccn1 | . | 4&-14
COc1ccc(NC(=O)CCS(=O)(=O)c2ccc(Cl)cc2)cc1 | -5 | 3
Cc1oc2ccn(Cc3ccccc3F)c(=O)c2c1C(=O)N1CCCc2ccccc21 | 11 | -3
COc1ccc(CC(=O)Nc2sc3c(c2C(N)=O)CCCCCC3)cc1OC | 6 | -1
COc1ccccc1N1CCN(C(=O)c2ccc(Cl)cc2)CC1 | -2 | 4
CC1CC(=O)C2=C(C1)OC(N)=C(C#N)C2c1ccc(F)c(Br)c1 (centres undefined) | -3 | -6
CN1c2ccccc2C(=O)N2CCc3c([nH]c4ccccc34)C21 (centres undefined) | . | -9
COc1cccc(NC(=O)C2CC(=O)N(c3ccc4c(c3)CCN4C(C)=O)C2)c1 (centres undefined) | 0 | -5
CCSc1nnc(-c2nn(C)c3c2CN(C(=O)c2cccc(OC)c2OC)CC3)n1C | -3 | -6
O=C(c1ccc2c(c1)OCO2)N1CCCN(C(=O)c2ccc3c(c2)OCO3)CC1 | -4 | 7
COCCN1CCC(N2CCCN(C(=O)c3ccccc3Cl)CC2)C1=O (centres undefined) | -7 | 4
COc1ccc(C2C(C(=O)c3ccco3)=C(O)C(=O)N2CCCN(C)C)c(OC)c1 (centres undefined) | -1 | -3
Cc1nn2c(CNC(=O)c3ccccc3C(F)(F)F)c(C)nc2s1 | -1 | 3
Cc1ccc(N2CCN(C(=O)C(C)C)C(C)C2=O)cc1Cl (centres undefined) | -7 | -3
Cn1c2c(c(=O)n(C)c1=O)C(c1ccc(Cl)cc1)C1=C(N2)c2ccccc2C1=O (centres undefined) | 0&-2 | -8&-10

Entries of single compounds, quoted from the list.
Entry for CC1CCCC(C)N1C(=O)c1cccc2c1-c1ccccc1C2=O (centres undefined) → mHTT CaM bind: 2&-6; Pf apPOL block: -7&-1
Entry for Nc1ccc(-c2sc(N)nc2-c2ccc(Cl)cc2)cc1 → mHTT CaM bind: 11; Pf apPOL block: 7
Entry for COc1ccccc1CNS(=O)(=O)c1ccc(F)c(C(=O)Nc2cc(C)ccc2C)c1 → mHTT CaM bind: 11&-3; Pf apPOL block: 4&39

Additional records:
SMILES | mHTT CaM bind | Pf apPOL block
O=S(=O)(NCC1CCCO1)c1cccc2cccnc12 (centres undefined) | 3 | 4&1
CCCCC[C@H]1CN(CCCC)C(=O)[C@@H]1CC(=O)NCc1ccc(OC)cc1 | 16 | -2
COc1ccc(NC(=O)CCc2cccc3[nH]ccc23)cc1F | 18 | 2
COc1ccc2[nH]cc(CCN3CC(C(=O)Nc4ccc(Cl)cc4)CC3=O)c2c1 (centres undefined) | 40 | -3
Cc1cccc(CC(=O)N2CCc3c(c(-c4nc(Cc5ccccc5)no4)nn3C)C2)c1 | 11 | -1
COCCOC(=O)C1=C(C)NC(C)=C(C(=O)OC/C=C/c2ccccc2)C1c1cccc([N+](=O)[O-])c1 (centres undefined) | . | -8
O=C(C1CCCC1)N1CCN(c2nc(CN3CCCC3)cs2)CC1 | 13 | 3
COc1ccc(OCC(O)CN2CCN(c3ccccn3)CC2)cc1 (centres undefined) | -2 | 6
O=C(Nc1nc2c(s1)CCCC2C(=O)N1CCOCC1)c1ccc(Cl)cc1 (centres undefined) | -9 | -2
CCn1c(C2CCN(C(=O)c3ccc(F)c(Cl)c3)C2)nc2cccnc21 (centres undefined) | 6 | -7
COc1ccc([N+](=O)[O-])cc1NCc1ccccc1Br | -6 | 4
Cc1c([N+](=O)[O-])c(=O)n(C)c(=O)n1C | -5 | .
COCCCNS(=O)(=O)c1cc(Br)cc2c1N(C(C)=O)CC2 | 6 | 1
COc1cccc(-c2nc(-c3ccsc3)c(-c3ccccc3)[nH]2)c1OC | 44 | -5
O=C(NCCCSC1CCCCC1)Nc1ccc(Cl)cc1 | -25 | -13
Cc1c(Cl)cccc1N1CCN(C(=O)c2ccc(C(F)(F)F)cc2)C(C)C1=O (centres undefined) | -5 | -1
Cc1cccc2c(C(N)=O)cc(N3CCCC3)nc12 | -5 | -5
O=C(c1ccccc1Cl)N1CCN(c2ccc([N+](=O)[O-])c(N3CCOCC3)c2)CC1 | 10 | 0
O=C(Nc1ccc(F)cc1)C1CCCN(C(=O)c2ccc(Cl)cc2)C1 (centres undefined) | 23 | 0
NC(=O)c1ccc(NC(=O)C2CCN(c3cc(N4CCSCC4)ncn3)CC2)cc1 | -1 | -1
Cc1cc(C)c2nc(Nc3nc(C)cc(C)n3)nc(C)c2c1 | 1 | -1
CCCn1c(=N)c(S(=O)(=O)c2ccccc2)cc2c(=O)n3ccccc3nc21 | 4 | -1
COC(=O)CC1(C(=O)OC)Oc2ccc(Br)cc2C(=O)N1c1cccc(Cl)c1Cl (centres undefined) | . | 2
Cc1ccc(C(=O)N2CCc3c(c(-c4nc(-c5ccccc5)no4)nn3C)C2)cc1 | 4 | -4
CC1(C)C2CCC1(C)C(N=CC1=C(O)c3ccccc3C1=O)C2 (centres undefined) | -2 | -3
CCCCN1C[C@H](c2ccccc2)[C@@H](CC(=O)NC)C1=O | -7 | -4
COc1ccccc1NC(=O)c1ccc(C)c(S(=O)(=O)N2CCOCC2)c1 | 13 | -3
COc1ccccc1NC(=O)CSCc1nc2ccccc2c(=O)n1-c1ccccc1Cl | 12 | -4
COc1ccc(/C=C2\CC/C(=C\c3ccc(OC)c(OC)c3OC)C2=O)c(OC)c1OC | 43 | 0
CC(C)(C)Cc1nnc(NC(=O)c2ccco2)s1 | 1 | -4

4 entries drawn at random from the list so far:
SMILES | mHTT CaM bind | Pf apPOL block
Cc1ccc(C(=O)N2CCc3c(c(-c4nc(-c5ccccc5)no4)nn3C)C2)cc1 | 4 | -4
NC(=O)c1ccc(NC(=O)C2CCN(c3cc(N4CCSCC4)ncn3)CC2)cc1 | -1 | -1
Cc1c(Cl)cccc1N1CCN(C(=O)c2ccc(C(F)(F)F)cc2)C(C)C1=O (centres undefined) | -5 | -1
COc1ccccc1NC(=O)CSCc1nc2ccccc2c(=O)n1-c1ccccc1Cl | 12 | -4

More records.
SMILES | mHTT CaM bind | Pf apPOL block
CCC(Oc1cccc(Br)c1)C(=O)NN (centres undefined) | -4 | -4
COc1ccccc1C/C(N)=N/OC(=O)c1ccc2c(c1)OCO2 | i | -3
CCCOc1nccnc1N1CCC(NS(=O)(=O)C2CC2)C1 (centres undefined) | 0 | 0
O=C(NC1CC1)c1c(Cl)cccc1Cl | 1 | -4
CC(C)CN(CC(C)C)S(=O)(=O)N1CCC(C(=O)NC2CCCCCCC2)CC1 | 5 | -15
CCCCCCCCN1[C@@H](CC(C)=O)c2ccccc2S1(=O)=O | 15 | -2
CCN(CC)S(=O)(=O)c1ccc(C(=O)N2CCN=C2SCc2ccccc2)cc1 | -1 | 0
CCCCOc1ccc(C(C)NC(=O)CCS(=O)(=O)Cc2ccccc2F)cc1 (centres undefined) | 15 | -14
COc1ccccc1C1C(C(=O)Nc2cccc(C(F)(F)F)c2)=C(C)NC2=C1C(=O)CCC2 (centres undefined) | -13 | 6
C#CCOCC1CCCN(S(=O)(=O)C2CC2)C1 (centres undefined) | -7 | 0
CC(=O)c1ccc(S(=O)(=O)NCCC2CCN(C(=O)c3ccc(F)cc3)CC2)cc1 | 47 | -3
CCn1cc2c3c(cccc31)CN(C(=O)NCc1ccc(F)cc1)CC2 | 18 | 0
Cc1[nH]n(-c2cccc(Cl)c2)c(=O)c1C=Nc1ccc(Cl)c(C(=O)O)c1 | 32 | 1
Cc1nnc(SCC(=O)Nc2ccc3c(c2)OCCO3)s1 | -8 | -8
C/C(=C\c1ccccc1)CN1CCN(c2ccc([N+](=O)[O-])cc2)CC1 | 21 | -6
CC(C)CN1CCn2cc(C(=O)N3CCN(c4ccc(Cl)cc4)CC3)nc2C1 | 92* | -9
Cn1cc(S(=O)(=O)CC(=O)Nc2ccc(F)cc2)c2ccccc21 | 4 | -4
CC(C)c1cc(C(=O)Nc2ccc(F)cc2)nc2ccnn12 | -32 | 1
CS(C)=C1C(=O)NC(=O)N(c2ccccc2F)C1=O | -5 | -4
O=C(Nc1ccc(Cl)cc1)C1C2C3CCC(C3)C12 (centres undefined) | -9 | -5
CCN1c2ccc(F)cc2C(=O)NC12CCN(C(=O)c1ccc3c(c1)OCO3)CC2 | 4 | -6
Cc1ccc(S(=O)(=O)Nc2ccc(Cc3ccncc3)cc2)cc1 | 6 | -3
O=C(NCCN1CCCCC1)C1CN(S(=O)(=O)c2cccnc2)CC12CCCCC2 (centres undefined) | -2 | -1
c1cc(N2CCSCC2)ncc1-c1noc(CN2CCCC2)n1 | 9 | -4
CC(C)(C)C(=O)N1CCCC(C(=O)Nc2sc3c(c2C(N)=O)CCCC3)C1 (centres undefined) | 38 | -13
CC(C)C[C@@H]1COc2cccc(N3CCCCC3)c2S(=O)(=O)N1 | 6 | 1
COc1cc2c(cc1OC)CN(Cc1cccc(Cl)c1)CC2 | 8 | 0
N#Cc1cc2sc3nc4ccccc4n3c2cc1C#N | -2 | -6
O=C(Nc1ccc2oc(-c3ccc(Br)cc3)nc2c1)c1ccc([N+](=O)[O-])cc1 | -1 | -2
O=C(c1ccccc1)N1CCC(c2nc(-c3ccc(F)cc3)n[nH]2)CC1 | 6 | -2

Given tab-delimited: entries from further up.
SMILES	mHTT CaM bind	Pf apPOL block
CC(C)CN1CCn2cc(C(=O)N3CCN(c4ccc(Cl)cc4)CC3)nc2C1	92*	-9
Cn1cc(S(=O)(=O)CC(=O)Nc2ccc(F)cc2)c2ccccc21	4	-4
CC(C)c1cc(C(=O)Nc2ccc(F)cc2)nc2ccnn12	-32	1
CS(C)=C1C(=O)NC(=O)N(c2ccccc2F)C1=O	-5	-4
O=C(Nc1ccc(Cl)cc1)C1C2C3CCC(C3)C12 (centres undefined)	-9	-5
CCN1c2ccc(F)cc2C(=O)NC12CCN(C(=O)c1ccc3c(c1)OCO3)CC2	4	-6
Cc1ccc(S(=O)(=O)Nc2ccc(Cc3ccncc3)cc2)cc1	6	-3

Remaining list, next part.
SMILES | mHTT CaM bind | Pf apPOL block
O=C(Nc1ccc2nc(-c3ccco3)c(-c3ccco3)nc2c1)N1CCSCC1 | 84* | 2
O=C(NCCc1ccccn1)C1CCN(c2cc(N3CCOCC3)ncn2)CC1 | -9 | -6
CC1CCC(C(C)C)C(=O)/C1=C/c1ccc(N)cc1 (centres undefined) | 26 | 2
CCOc1cc(C(=O)Nc2cccc(C)c2C)cc(OCC)c1OCC | -5 | 6
CCOC(=O)N1CCC2(CC1)N=C(c1ccc(C)cc1)CC(c1cccc(OC)c1O)N2 (centres undefined) | 10 | -1
CC1=C(C(=O)Nc2ccc(C)cn2)C(c2ccc(Cl)cc2)C2=C(CCCC2=O)N1 (centres undefined) | 0 | 7
COc1ccc(C(=O)CC(SCCO)c2cc(OC)c(OC)c(OC)c2)cc1 (centres undefined) | 0&-4 | -10&-5
CCC(=O)Nc1c(-c2ccc(C)cc2)nc2ccccn12 | 0 | -6
CCc1ccc(NS(=O)(=O)c2cc(Br)cc3c2N(C(=O)C2CC2)CC3)cc1 | 11 | 0
CN(C)C(=O)c1cc2c(s1)CCC(C(=O)N1CCN(Cc3ccccc3)CC1)C2 (centres undefined) | 2 | -1
Cc1ccc(CNC(=O)Cn2ccc3ccn(C)c3c2=O)cc1 | -3 | -2
Cc1cc(C(=O)Nc2nc(-c3ccccc3)c(C)s2)ccc1[N+](=O)[O-] | 35 | -5
CCCN1C(=O)c2ccccc2CC1(C)C(=O)NCc1ccc(OC)cc1 (centres undefined) | -10 | -5
Cc1nc(C)c(-c2ccc(=O)n(CCNC(=O)Cn3cnc4ccccc43)n2)s1 | -12 | -2
